Assay outcomes deposited in PubChem by several laboratories.
NR2E3 ag-1 = NR2E3 agonists in two-hybrid cells, primary screen, cell-based, luminescence, CHO-S, Gal4-NCOR/VP16-NR2E3; Photoreceptor-specific nuclear receptor (Homo sapiens), Q9Y5X4; luciferase; inhibition of corepressor binding, % at 3.98 µM; hit rate 0.35% among 360,000; AID 602229, 2012;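 active = inhibition above the mean of all tested compounds plus 3 SD, cut at about 70% in these data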;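 also: 0% = DMSO with NR2E3 transfected cells and 100% = cells lacking NR2E3 construct; higher means lower luciferase signal from less NR2E3 corepressor binding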
Target sequence (Q9Y5X4 whole entry, looked up, the tested form may be a part): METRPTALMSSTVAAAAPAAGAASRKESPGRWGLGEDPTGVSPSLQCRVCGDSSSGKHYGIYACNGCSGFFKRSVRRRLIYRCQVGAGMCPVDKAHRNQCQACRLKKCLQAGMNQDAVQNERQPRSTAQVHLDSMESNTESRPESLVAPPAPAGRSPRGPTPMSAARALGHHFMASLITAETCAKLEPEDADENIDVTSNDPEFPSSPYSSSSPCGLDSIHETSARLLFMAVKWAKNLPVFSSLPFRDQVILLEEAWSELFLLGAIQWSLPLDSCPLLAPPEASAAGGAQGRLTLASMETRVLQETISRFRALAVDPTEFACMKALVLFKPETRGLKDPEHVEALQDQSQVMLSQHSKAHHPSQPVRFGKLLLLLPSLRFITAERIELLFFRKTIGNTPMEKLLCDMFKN
H9c2 protect = cardioprotection against H2O2-induced cell death, primary screen, uHTS, H9c2 cells, ATPLite luminescence; H9c2 cardiomyocytes, H2O2 injury protection, 2 h; protection from H2O2 cell death, % at 20 µM; hit rate 0.63% among 360,000;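 active = compounds giving at least 50% protection of heart cells from peroxide-induced death in the single-dose screen, raw or plate-pattern-corrected value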;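 also: 0% = DMSO wells with peroxide and 100% = DMSO wells without peroxide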
NR2E3 ag-2 = inhibitors of NR2E3-RetCOR corepressor binding, primary screen, NR2E3 agonist project, biochemical, TR-FRET, GST-NR2E3, biotin-RetCOR. AID 2300, 2010. 1536-well. inhibition of corepressor binding, % at 4.78 µM. Photoreceptor-specific nuclear receptor (Homo sapiens), Q9Y5X4. hit rate 0.12% among 320,000;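 active = percent inhibition above the cutoff of mean plus 3 SD of all tested compounds, set per screening campaign, cut at about 20% in these data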;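 also: 0% = DMSO wells and 100% = biotin wells as full block of FRET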
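Material – GST-tagged NR2E3 plus biotinylated RetCOR corepressor · Quantity – NR2E3 fusion 1.35 nM · Times – 5 h incubation at 4 °C · Medium – pH 7.5 Tris-based buffer · Technique – TR-FRET, Eu(K)-anti-GST donor, streptavidin-D2 acceptor, ex 340, em 617/671 nm · Benchmarks – high control biotin, low control 0.6% DMSO · Format – 1536-well plates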
iPSC survival up = enhancers of single-cell hiPSC survival, primary screen, ATPlite luminescence. survival enhancement, % at 20 µM. hit rate 0.044% among 360,000. 100% = ROCK inhibitor wells, 0% = DMSO; in the data active = survival enhancement above about 18%;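 also: cells exposed to compounds for 16 hours before the ATP read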
PDI turbidity = inhibitors of human PDI, primary screen, biochemical, turbidity, single point, plate reader; hit rate 0.052% among 350,000; PDI insulin aggregation turbidity, A650, 90 min; inhibition, % at 10 µM; AID 588391, 2011;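 active = mean inhibition across replicates of 30% or more, whatever share of single replicates reach that level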;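 also: absorbance from insulin aggregation driven by PDI reduction with DTT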
Target sequence (P07237 whole entry, looked up): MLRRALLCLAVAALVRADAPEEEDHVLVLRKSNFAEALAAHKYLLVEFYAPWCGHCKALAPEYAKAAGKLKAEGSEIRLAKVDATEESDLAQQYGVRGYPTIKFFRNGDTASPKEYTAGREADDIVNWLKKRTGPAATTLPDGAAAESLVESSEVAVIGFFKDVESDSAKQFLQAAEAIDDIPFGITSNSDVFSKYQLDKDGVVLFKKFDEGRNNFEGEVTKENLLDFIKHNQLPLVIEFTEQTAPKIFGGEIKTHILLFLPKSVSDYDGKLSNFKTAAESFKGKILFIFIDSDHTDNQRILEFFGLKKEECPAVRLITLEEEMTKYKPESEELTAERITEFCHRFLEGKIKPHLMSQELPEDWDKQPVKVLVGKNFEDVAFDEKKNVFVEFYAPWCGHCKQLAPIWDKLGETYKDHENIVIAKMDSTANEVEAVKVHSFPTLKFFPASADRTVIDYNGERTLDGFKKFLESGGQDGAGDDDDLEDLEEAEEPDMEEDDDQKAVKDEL
TRPM1 prom inh = inhibitors of MITF-dependent TRPM1 promoter reporter, primary screen, cell-based, SK-MEL-5, single point, luciferase; SK-MEL-5 TRPM1 promoter luciferase, 24 h; inhibition, % at 12.5 µM; hit rate 0.83% among 330,000;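 active = mean inhibition across replicates of 60% or more, whatever share of single replicates reaches that level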; also: values of inactives mirror those of a sister screen read the other way
HTR2A ag = mouse Htr2a agonists via beta-arrestin recruitment, primary screen, cell-based, luminescence | activation, % at 7.6 µM | CHO-K1 mHTR2A beta-arrestin complementation; percent of 30 µM serotonin response | hit rate 0.66% among 360,000 | AID 624169, 2012 | 5-hydroxytryptamine receptor 2A (Mus musculus), P35363;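 active = activation above a run cutoff, the mean activation of all tested compounds plus 3 SD, cut at about 14% in these data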;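 also: 0% = plate median of compound wells and 100% = 30 µM serotonin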
Peg3 prom inh = Peg3 promoter-driven luciferase inhibitors, primary screen, cell-based, HeLa, luciferase luminescence; HeLa PEG-Prom luciferase reporter, overnight; AID 588405, 2011; hit rate 1.7% among 360,000; inhibition, % at 20 µM;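 active = inhibition of at least 50% at 20 µM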
HIF-2a block = HIF-2a reporter inhibitors, primary screen, luminescence, 786-0 RCC cells; 786-0 RCC cells HIF-2a reporter, luciferase luminescence, overnight; inhibition, % at 18.8 µM; hit rate 0.72% among 360,000; AID 624352, 2012;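 active = inhibition of the luminescence signal of 40% or more relative to plate controls, in a single-dose primary screen at 18.75 µM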
CaV13 FRET inh = Disruptors of the CACNA1D IQ motif to Ca2+-dependent inactivation inhibitor domain association, primary screening, Förster resonance energy transfer in intact living …; hit rate 0.098% among 340,000; HEK cells, CFP/YFP FRET ICDI-IQ, plate reader, 10 min; percent FRET-ratio fall versus neutral wells; inhibition, % at 12.3 µM;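 active = mean replicate inhibition of at least 30% and at least 1% of replicates passing that level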;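 also: 0% = median of the neutral control wells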
Shn3 3UTR inh = reduction of Shn3 3'UTR firefly luciferase signal, primary screen, Schnurri-3 inhibitor project, cell-based, Clone20 osteoblasts, set 2 | AID 588674, 2011 | hit rate 0.52% among 360,000 | Clone20 osteoblast Shn3 3'UTR firefly luciferase, 24 h | inhibition, % at 12.5 µM;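 active = mean inhibition of at least 75% with every replicate also reaching 75%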;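 also: 0% = median of neutral control wells and 100% = pilot-screen positive control compound; some compounds past the cut are filed as inactive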
* hit, by the source's call; . = not tested or not shown. An unsorted share of the library, and some 3.9% of all compounds hit somewhere here.

Structure	NR2E3 ag-1	H9c2 protect	NR2E3 ag-2	iPSC survival up	PDI turbidity	TRPM1 prom inh	HTR2A ag	Peg3 prom inh	HIF-2a block	CaV13 FRET inh	Shn3 3UTR inh
Cn1nnc(-c2ccc(OCc3ccccc3F)cc2)n1	-135.9	-6.2	-1.1	-2.7	-5.5	-57.6	1.8	-208.2	-195.2	-5.7	-30.8
CCOc1ccc2nc(S(=O)(=O)NC(=O)C3(C)CCN3C(=O)CCc3cccs3)sc2c1 (centres undefined)	-9.9	5.9	.	1.6	6.6	.	-1.1	-14.3	-13.7	-5.8	6.5
CC(C)(C)C(=O)OCc1cn(-c2ccc(Cl)cc2)nn1	-4.0	2.2	-3.1	-0.5	-2.6	-64.9	1.9	-167.9	-183.4	-4.0	-28.8
CCC(C)(C)NC(=O)c1cccc(NC(=O)C(C)C)c1	3.5	8.2	4.8	1.3	-5.5	16.7	-3.5	-3.9	7.3	2.8	-3.1
CCn1nnnc1SCC(=O)Nc1nc(-c2cccs2)cs1	-32.4	-9.8	1.5	-1.7	-7.0	0.0	-0.1	-7.3	-54.5	-4.6	2.7
O=C(CN1CCN(c2ccccc2)CC1)c1c[nH]c2ccccc12	-37.3	-0.9	-5.2	-0.6	-3.8	7.5	-10.9	-12.2	-6.1	-3.2	1.5
Cc1ccccc1-c1cc2nc(NCCc3ccncc3)n(C)c(=O)c2s1	-36.7	-4.1	.	-1.4	1.1	.	4.0	11.4	-38.6	-7.1	5.1
COc1ccccc1/C=N/OC(=O)c1ccc(C)cc1	-6.7	-21.5	-10.4	-0.8	-1.6	-1.8	-1.7	-22.5	-8.2	-17.3	-13.1
Cc1cc(-c2ccc(C)c(S(=O)(=O)NCC3CCN(Cc4cccc(F)c4)CC3)c2)on1	20.6	-12.5	1.7	0.0	-3.0	5.1	-11.4	37.8	19.2	-5.3	40.9
CCOc1ccc(NC(=O)CSc2nnc(Cn3cnc([N+](=O)[O-])n3)n2C)cc1	-1.2	-0.6	-1.4	1.8	-4.9	4.7	-1.2	-11.5	5.4	-2.5	-8.7
COC(CN(C)S(=O)(=O)c1cc2c3c(c1)CCC(=O)N3CCC2)OC	11.3	3.6	1.9	1.0	1.7	2.9	3.7	-9.0	-2.2	-2.0	-8.0
CC1C=CCC2C(=O)N(c3cc(Cl)ccc3O)C(=O)C12 (centres undefined)	-11.3	5.1	-2.3	-2.0	2.6	-0.7	0.8	-4.3	12.6	1.1	-28.5
CC1Oc2ccccc2N(CC(=O)N2CCCCCC2)C1=O (centres undefined)	-10.4	-0.2	-0.6	-0.1	-5.6	-10.8	1.4	-5.8	9.8	-6.5	12.1
CC(C)n1nc(C(=O)OCC(=O)N(C)C2CCS(=O)(=O)C2)c2ccccc2c1=O (centres undefined)	-11.5	7.0	2.8	-3.8	3.1	6.3	-3.5	8.0	8.8	-3.2	-4.5
COc1ccccc1/C=C/C(=O)OCC(=O)NCc1ccco1	-11.1	8.8	0.0	0.4	1.3	-3.0	7.7	-13.1	9.6	-5.4	-6.6
c1ccc(Oc2ccccn2)cc1	-13.5	12.0	.	1.1	5.3	1.9	10.5	0.9	12.4	-5.1	-1.1
COc1ccc(C(=O)OCC(=O)NC2CCCC2)c(OC)c1OC	-22.7	-1.2	2.1	-0.2	-8.7	-5.8	9.2	1.3	0.8	-2.9	-3.0
COc1ccc(C(=O)NCc2ccc3c(c2)CCO3)cc1	-16.1	-2.8	2.1	0.2	3.8	12.8	2.2	-4.9	-2.1	-4.6	-22.0
CCOC(=O)N1CCN(C(=O)CN2C(=O)COc3ccc(C)cc32)CC1	-1.2	-2.7	3.7	0.2	-10.0	-0.1	2.0	11.4	12.4	-5.2	16.7
Cc1ccc(/C=N/NC(=O)c2cc(-c3ccncc3)nc3ccccc23)o1	-60.7	3.3	.	0.3	-5.1	28.7	-9.6	4.1	21.6	-6.4	23.2
O=C(NCc1ccccc1)C1CCN(S(=O)(=O)c2ccc(N3CCCC3=O)cc2)CC1	11.7	-8.4	3.8	0.0	3.4	2.6	-6.2	22.8	3.5	-2.5	35.7
CCCC(=NCC(=O)O)C1=C(O)C(C(=O)OC)C(C)(C)CC1=O (centres undefined)	-10.9	-0.3	-0.8	-0.5	3.4	3.9	-6.6	3.0	2.0	.	0.3
Cc1ccc(C(=O)Nc2cccnc2Oc2ccc(Cl)cc2)cc1	-43.6	-2.3	1.1	0.4	0.7	-10.2	-1.8	-7.0	-6.3	8.7	16.3
CN=C(C)C1=C(O)C(C(=O)OC)C(C)(C)CC1=O (centres undefined)	-20.2	18.1	0.6	4.0	-1.8	-5.1	0.4	-2.2	17.8	.	-1.9
O=C(NCc1cccs1)c1cc(S(=O)(=O)N2CCCCC2)ccc1Cl	5.9	-5.3	-0.4	0.6	-1.0	3.2	-5.2	6.0	-11.2	-9.5	-3.3
O=C(CCNS(=O)(=O)c1ccc(Cl)cc1)NCCc1ccccc1	10.6	-3.4	.	-1.0	-2.4	.	-5.3	-10.9	6.5	-10.7	12.9
Cc1cc(=O)c(C(=O)O)cn1Nc1ccc(F)cc1	-7.6	1.6	1.8	-0.2	4.4	-1.4	-0.2	-6.5	12.2	-2.8	1.4
O=C1c2ccccc2CCc2ccccc21	-18.0	1.9	.	-0.2	3.3	-13.5	-4.3	-3.5	-10.6	-21.0	0.9
Cc1onc(-c2c(Cl)cccc2Cl)c1C(=O)Nn1cnnc1	23.2	-6.8	2.6	5.4	1.2	-9.4	5.7	0.5	-1.2	-7.2	9.9
CO/N=C/C(C#N)=C/c1cc(C(=O)c2ccc(F)cc2)cn1C	-0.5	-3.3	0.8	0.0	-0.6	-12.9	-1.8	6.2	12.2	-6.2	5.7
COc1ccc(CN2CCN(C(=O)c3ccco3)CC2)cc1	-30.4	19.5	-3.2	-0.8	17.6	-4.3	25.3*	-6.0	6.8	.	-5.6
COc1ccc(C(C)(C)C)cc1NC(=O)CCCn1c(=O)oc2ccccc21	-11.5	-2.2	-0.6	-0.5	2.2	11.9	-5.2	18.6	12.7	-5.4	-8.5
N#Cc1cccc(Cn2nnc(-c3ccccc3)n2)c1	-18.6	10.2	0.4	0.0	9.4	-24.0	-7.5	-31.2	-76.6	0.2	-11.7
COc1ccc(C(=O)Nc2nnc(CCc3ccccc3)s2)c(OC)c1	-27.2	0.7	0.8	-0.8	-13.5	-12.1	4.3	-16.9	-92.1	-5.0	-6.9
Cc1ccc(C)c(NC(=S)N2CCCCC2CO)c1 (centres undefined)	-12.5	0.0	3.8	-0.7	9.5	-5.6	6.1	-2.0	13.9	-4.5	0.9
CCN(CC)C(=O)c1nc[nH]c1C(=O)N1CCN(c2ccccc2)CC1	-3.2	5.2	3.5	-2.1	-6.3	-0.9	1.0	8.8	9.0	-5.2	-3.0
COCCCn1c(=O)c2sccc2n(Cc2cc(C(=O)OC)ccc2OC)c1=O	-3.5	-1.5	0.8	0.3	2.6	1.6	2.9	-3.0	13.3	-20.7	-3.4
O=C(Cc1ccccc1)NNC1CC(=O)N(c2ccc(Cl)cc2)C1=O (centres undefined)	-23.3	2.9	-0.6	0.1	14.6	8.0	-6.2	-1.8	11.8	-2.1	6.6
COC(=O)[C@]1(Cc2ccccc2)N[C@H](CN(C)C(=O)c2ccc(C(C)(C)C)cc2)[C@@H]2C(=O)N(Cc3ccccc3)C(=O)[C@@H]21	-9.7	-14.4	.	-0.5	2.3	24.2	1.1	9.9	2.1	-5.4	23.4
COCCNC(=O)C1CC(c2ccccc2C(F)(F)F)=NO1 (centres undefined)	1.3	7.1	1.4	0.6	3.2	-14.0	-0.8	2.6	6.6	-10.5	15.1

Ordered by value in TRPM1 prom inh (ascending): some entries from above.
SMILES	TRPM1 prom inh
Cc1ccc(C)c(NC(=S)N2CCCCC2CO)c1 (centres undefined)	-5.6
CCN(CC)C(=O)c1nc[nH]c1C(=O)N1CCN(c2ccccc2)CC1	-0.9
O=C(Cc1ccccc1)NNC1CC(=O)N(c2ccc(Cl)cc2)C1=O (centres undefined)	8.0
COc1ccc(C(C)(C)C)cc1NC(=O)CCCn1c(=O)oc2ccccc21	11.9
